High-throughput results (PubChem BioAssay)
Casp6 inh – human caspase-6 inhibitors, primary screen, biochemical, VEID-R110 fluorescence, single point, set 2 | P55212 | purified caspase-6, Z-VEID-R110 cleavage fluorescence | inhibition, % at 12.5 µM | 0.53% of 350,000 active | AID 686996, 2013;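 active = mean inhibition across replicates at least about 35%, with every replicate also reaching that limit, limit read from the data; inconclusive = only one of the two criteria met; inactive = neither criterion met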;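 also: 0% = median of neutral control wells and 100% = no fluorescence left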
Target sequence (P55212 24-179 limits assumed): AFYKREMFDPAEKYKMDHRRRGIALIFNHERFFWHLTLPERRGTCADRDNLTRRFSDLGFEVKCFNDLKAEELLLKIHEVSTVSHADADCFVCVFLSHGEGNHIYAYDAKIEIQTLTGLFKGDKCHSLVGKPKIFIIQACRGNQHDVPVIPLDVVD
Target sequence (P55212 194-293 limits assumed): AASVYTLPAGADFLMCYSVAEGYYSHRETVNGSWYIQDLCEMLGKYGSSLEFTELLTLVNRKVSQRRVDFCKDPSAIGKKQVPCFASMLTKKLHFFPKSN
miR-122 sensor – miR-122 Renilla sensor signal increase in Huh7, primary screen, miR-122 inhibitor project, cell-based, single point, plate reader; Huh7 miR-122 Renilla luciferase sensor, 48 h; neutral wells = 0, positive control = 100; AID 602342, 2012; activation (reporter increase), % at 12.5 µM; 0.3% of 340,000 active;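 active = mean replicate activation score at least 90 and every replicate individually at or above 90; inconclusive = only one of the two criteria met; inactive = neither criterion met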;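 also: higher luciferase means less miR-122 activity so hits act as miR-122 inhibitors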
ERp5 block – inhibitors of ERp5-driven insulin aggregation, primary screen, biochemical, turbidity, absorbance 650 nm, single point. Protein disulfide-isomerase A6 (Homo sapiens), Q15084. 90 min. inhibition, % at 9.99 µM. 0.05% of 350,000 active. AID 651711, 2012;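 active = mean replicate inhibition above about 25%, with every replicate also reaching it, limit read from the data, passing the limit was not always enough; inconclusive = only one of those two criteria met; inactive = neither criterion met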
Target sequence (Q15084 whole entry, looked up): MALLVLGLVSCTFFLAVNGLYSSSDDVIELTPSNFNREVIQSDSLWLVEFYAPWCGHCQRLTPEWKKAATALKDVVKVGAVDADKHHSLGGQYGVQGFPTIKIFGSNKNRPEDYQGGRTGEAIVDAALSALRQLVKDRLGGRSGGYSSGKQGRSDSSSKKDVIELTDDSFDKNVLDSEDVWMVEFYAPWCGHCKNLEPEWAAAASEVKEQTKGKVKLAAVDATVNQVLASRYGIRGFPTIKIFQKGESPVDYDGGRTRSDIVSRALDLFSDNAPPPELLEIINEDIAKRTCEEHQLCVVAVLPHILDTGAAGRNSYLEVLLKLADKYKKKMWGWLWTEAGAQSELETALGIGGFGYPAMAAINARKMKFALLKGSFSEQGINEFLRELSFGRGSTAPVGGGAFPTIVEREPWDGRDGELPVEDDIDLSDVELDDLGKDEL
SIRT5 block – SIRT5 desuccinylase inhibitors, primary screen, biochemical, fluorescence imaging, single point, set 5; Purified SirT5, succinyl-peptide AMC, trypsin-coupled fluorescence; inhibition, % at 15 µM; 1.1% of 330,000 active; AID 652115, 2013; in the data active = inhibition above about 15%; inconclusive = no clear call, values can overlap the other calls
Target sequence (Q9NXA8 whole entry, looked up): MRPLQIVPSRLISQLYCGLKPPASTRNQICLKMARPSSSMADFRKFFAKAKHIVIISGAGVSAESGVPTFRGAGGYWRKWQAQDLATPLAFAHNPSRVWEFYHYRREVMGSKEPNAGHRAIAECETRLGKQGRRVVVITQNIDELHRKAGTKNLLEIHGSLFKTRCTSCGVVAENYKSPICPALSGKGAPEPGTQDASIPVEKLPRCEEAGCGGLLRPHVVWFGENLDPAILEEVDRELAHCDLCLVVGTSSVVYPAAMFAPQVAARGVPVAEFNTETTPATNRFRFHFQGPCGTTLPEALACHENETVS
DENV2 CPE – inhibitors of DENV2 cytopathic effect, primary screen, cell-based, plate reader, single concentration. DENV2-infected cells, cytopathic effect rescue. CPE inhibition, % at 9.99 µM. 1.7% of 350,000 active. AID 651640, 2012; in the data active = CPE inhibition above about 20%, passing the limit was not always enough; inconclusive = no clear call, values can overlap the other calls; tested in BHK-21 cells;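 also: 0% = median of neutral control wells and 100% = median of positive control wells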
ERAP1 inh – human ERAP1 aminopeptidase inhibitors, primary screen, biochemical, single point, plate reader | inhibition, % at 10.7 µM | Endoplasmic reticulum aminopeptidase 1 (Homo sapiens), Q9NZ08 | 0.15% of 340,000 active | recombinant ERAP1, Leu-AMC fluorescence, 60 min;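 active = mean replicate inhibition of at least 30%, or all replicates individually reaching that 30% level; inactive = mean below 30% and not every replicate reaching it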;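 also: 0% = neutral control wells and 100% = L-leucinethiol positive control wells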
F508del corr – F508del CFTR correction, initial screen, CFBE line, single point; CFBE cells, YFP halide quenching; stimulated with forskolin plus potentiator P3; % fluorescence drop versus neutral controls; activity (quench increase), % at 7.58 µM; 0.36% of 350,000 active; AID 720511, 2013;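 active = mean added fluorescence quench of at least 8% versus neutral control, with both replicates also reaching 8%; inconclusive = only one of the mean or replicate conditions met; inactive = mean below 8% and not both replicates reaching 8%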;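 also: cells transiently co-express mutant CFTR-F508del with the halide-sensitive YFP; corrector assay measuring rescue of mutant channel to the surface after 24 h compound exposure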
* hit, by the source's call; ? = inconclusive; nt = no result given; & = joins results of further samples; [ ] = remark or other dose.

Casp6 inh	miR-122 sensor	ERp5 block	SIRT5 block	DENV2 CPE	ERAP1 inh	F508del corr	SMILES
-2	-3	-3	-1	10	-2	-0.7	COc1ccc(C(=O)Nc2nncs2)cc1S(=O)(=O)N1CC(c2ccccc2)CC1=O (configuration not stated)
-2	nt	-2	-1	1	3	-1.2	O=C(Nc1ccccc1N1CCCC1)c1ccccc1F
2	-1[16.7 µM]	0	1	-5	-4	-1.6	C[C@H](CO)N1C[C@H](C)[C@@H](CN(C)C(=O)Nc2cccc3ccccc23)Oc2ccc(NC(=O)Nc3ccccc3)cc2C1=O
-1	nt	-6	-4	1	2	-1.1	Nc1nc(SCc2ccccc2)c2ncn(CCO)c2n1
2	1	3	-2	-5	-1	-1.7	CCOC(=O)c1c(/N=C/C2C(=O)CC(C)(C)CC2=O)sc2c1CCCC2
5	9[16.7 µM]	-3	3	3	1	-0.1	COc1ccc(S(=O)(=O)N(C)C[C@@H]2OCCCC[C@@H](C)Oc3ccc(NS(C)(=O)=O)cc3C(=O)N([C@H](C)CO)C[C@@H]2C)cc1
1	-4	8	-3	2	-4	-4.8	O=C(NCc1ccco1)C1Cc2c(-c3ccccc3Oc3ccccc3)ccnc2O1 (configuration not stated)
1	0	1	-2	3	10	0.6	CCn1ncc(Br)c1C(=O)Nc1ccc(F)cc1F

Remaining list, next part
Casp6 inh	miR-122 sensor	ERp5 block	SIRT5 block	DENV2 CPE	ERAP1 inh	F508del corr	SMILES
17	-5	-1	4	-3	5	1.7	CCN(CC(=O)Nc1ccccc1C(F)(F)F)C(=O)CCc1nc2sc3c(c2c(=O)[nH]1)CCCC3
1	nt	1	-4	-16	-2	-8.0	CC1CN(c2ccc([N+](=O)[O-])c(NCCOc3ccc(Cl)cc3)c2)CC(C)N1 (configuration not stated)
2	7	1	-2	1	-2	0.1	COc1ccc(O)c(-c2cc(-c3ccc(F)cc3)n[nH]2)c1
-6	-1	0	-2	-1	8	nt	O=C(O)CC(NC(=O)Nc1ccccc1)c1ccc(OC2CCCC2)cc1 (configuration not stated)
-1	nt	-5	-3	-6	-2	0.5	Cc1ccc(NC(=O)CC2(CC(=O)O)CCCC2)c(C)c1
8	nt	0	-4	3	-10	-0.2	COc1ccc(-c2nc3ncccn3c2Br)cc1
-2	-2[16.7 µM]	-8	-12	1	5	-1.9	CCCNC(=O)N1[C@@H]2c3ccc(-c4ccccc4OC)c(=O)n3C[C@@H]2[C@@H](CO)[C@@H]1C(=O)NC1CCC1
nt	nt	4	0	0	nt	-3.3	COCC(=O)N1C[C@@H](C)[C@@H](OC)CN(C)C(=O)c2ccc(NS(C)(=O)=O)cc2OC[C@@H]1C

Taken from the results shown, 2 compounds:
Casp6 inh	miR-122 sensor	ERp5 block	SIRT5 block	DENV2 CPE	ERAP1 inh	F508del corr	SMILES
-2	-3	-3	-1	10	-2	-0.7	COc1ccc(C(=O)Nc2nncs2)cc1S(=O)(=O)N1CC(c2ccccc2)CC1=O (configuration not stated)
-2	nt	-2	-1	1	3	-1.2	O=C(Nc1ccccc1N1CCCC1)c1ccccc1F

More records.
Casp6 inh	miR-122 sensor	ERp5 block	SIRT5 block	DENV2 CPE	ERAP1 inh	F508del corr	SMILES
3	-3	0	1	-4	-1	nt	O=C(COC(=O)CNS(=O)(=O)c1cccc(Br)c1)Nc1ccccc1Sc1ccccc1
1	2[16.7 µM]	3	-5	10	-3	2.0	C[C@@H]1CN([C@H](C)CO)C(=O)c2cc(NC(=O)Cn3cnnn3)ccc2O[C@@H]1CN(C)S(=O)(=O)c1cccs1
-2	-4	2	-3	-13	-4	1.4	Cc1ccc(NC(=O)Nn2cnnc2)cc1
0	1	1	0	0	-2	-0.1	COc1ccc(CN2C(=O)c3cccnc3C2=O)cc1S(=O)(=O)N1CCOc2ccc(C)cc21
1	-7	1	-4	7	-2	nt	CC(=O)Nc1nnc(CCS(=O)(=O)c2ccc(C)c(C)c2)s1
0&1	nt	2&3	4&2	2&-4	1&0	0.2&3.4	N#Cc1cccc(-c2ccc(C3[C@H]4CNC[C@@H]3N4S(=O)(=O)c3cccc(F)c3)cc2)c1 (some centres not stated)
1	nt	-10	-1	2	3	-0.9	CS(=O)(=O)N(CC(=O)NCc1cccnc1)C1CCCCC1
1	-4[16.7 µM]	-4	8	5	-6	2.4	COCC#Cc1cnc2c(c1)C(=O)N([C@H](C)CO)C[C@@H](C)[C@H](CN(C)C(=O)Nc1ccccc1OC)O2

The list goes on:
Casp6 inh	miR-122 sensor	ERp5 block	SIRT5 block	DENV2 CPE	ERAP1 inh	F508del corr	SMILES
-1	nt	3	-3	-7	12	nt	CCC(c1nnc(SCC(=O)Nc2ccc(C(C)=O)cc2)n1C1CCCCC1)N(C)C (configuration not stated)
4	-10[16.7 µM]	-1	-2	0	3	-1.2	COc1ccc(S(=O)(=O)N(C)C[C@H]2Oc3ccc(NC(=O)Cc4ccccc4)cc3C(=O)N([C@@H](C)CO)C[C@@H]2C)cc1
1	4	1	2	?	0	0.9	NC(=O)c1oc2ccccc2c1NC(=O)CCc1ccccc1
1	3	2	1	0	1	0.5	COc1c(NC=O)c2c(c([N+](=O)[O-])c1OC)C(=O)OC2
0	0	2	0	2	1	1.3	CC(C)(C)OC(=O)NC(Cc1ccccc1)C(=O)NC(CSC1CCCCO1)C(=O)NN (configuration not stated)
-3	5	-1	-4	?	1	-2.6	Brc1ccc(OCCCCN2CCCCC2)cc1
6	-3	-7	1	-12	0	-0.1	Nc1c(N(Cc2ccco2)C(=O)COc2ccccc2)c(=O)[nH]c(=O)n1Cc1ccccc1
2	nt	4	-6	-2	-2	-0.2	COc1ccc(C)cc1NC(=O)C1CCN(C(=O)Cc2ccccc2)CC1

(next part)
Casp6 inh	miR-122 sensor	ERp5 block	SIRT5 block	DENV2 CPE	ERAP1 inh	F508del corr	SMILES
0	-1	2	-5	-3	-1	-3.4	CN(CC(=O)Nc1ccc(F)c(F)c1F)C(=O)c1ccc(N2CCCC2=O)cc1
0	-11[16.7 µM]	0	8	-5	-3	0.9	C[C@@H]1CN([C@H](C)CO)C(=O)Cc2cc(NC(=O)NC3CCCCC3)ccc2O[C@@H]1CN(C)CC1CCCCC1
-4	-7	0	-3	2	7	0.0	Cc1csc(NC(=O)Cn2nc(C)c([N+](=O)[O-])c2C)n1
-1	18	1	-4	0	4	-0.9	CC(=O)N1CCOc2ccc(S(=O)(=O)NCc3ccc(C)cc3)cc21
-1	0	5	-2	?	-3	-1.4	S=C(NCCc1ccccc1)N1CCN(C(=S)NCCc2ccccc2)CC1
-3	nt	2	8	-2	1	-1.5	O=C(Nc1ccccc1F)N[C@@H]1C=C[C@H](CC(=O)N2CCCCC2)O[C@H]1CO
0	1	3	-2	12	nt	1.0	O=C1NC(Cc2ccccc2)c2nc3ccccc3c(=O)n2-c2cc3ccccc3cc21 (configuration not stated)
-1	-3	8	-7	0	-1	-3.4	CN(Cc1ccccc1)C(=O)c1[nH]cnc1C(=O)Nc1ccccc1F

(more compounds)
Casp6 inh	miR-122 sensor	ERp5 block	SIRT5 block	DENV2 CPE	ERAP1 inh	F508del corr	SMILES
1	0	6	-3	-6	-3	2.7	Cc1nc2ccc(NC(=O)C3CCCCC3)cc2s1
-1	-5	-1	-2	1	-3	-1.0	C=CCN(c1ccccc1)S(=O)(=O)c1ccc(Cl)c(C(=O)OCC(=O)NCCCN2CCCC2=O)c1
5	4	2	19*	1	-6	0.7	Cc1cccc(N2CCN(C(=O)COc3ccc4c(C)cc(=O)oc4c3C)CC2)c1C
-3	8	0	-3	-3	-3	1.6	CCOc1ccc(CNc2nc3ccccc3n2C)cc1
1	nt	-2	0	5	4	-1.5	COCCNC(=S)NN=C1CCCCC1
0	nt	0	-4	0	1	-2.4	CCSc1nnc(NC(=O)Nc2cccc(C)c2)s1
2	5	-2	0	0	-3	-0.8	COc1ccc(NC(=O)c2ccccc2Oc2ccccc2)cc1
3	-4[16.7 µM]	-2	-1	-1	0	0.2	O=C(C[C@H]1C=C[C@@H](NC(=O)c2cccc(F)c2)[C@@H](CO)O1)NCc1ccccc1

Later entries:
Casp6 inh	miR-122 sensor	ERp5 block	SIRT5 block	DENV2 CPE	ERAP1 inh	F508del corr	SMILES
-1	5[16.7 µM]	-2	-5	12	-1	-2.4	Cc1ccc(S(=O)(=O)Nc2ccc3c(c2)C(=O)N([C@H](C)CO)C[C@@H](C)[C@H](CN(C)C(=O)Nc2ccccc2)O3)cc1
-1	1	-5	4	-6	0	-2.8	CCOc1ccc(N(CC(=O)Nc2c(C)n(C)n(-c3ccccc3)c2=O)S(=O)(=O)c2ccc(F)cc2)cc1
-32	7	1	-3	2	5	-3.8	Cc1ccccc1-n1nnnc1SC(C)C(=O)Nc1ccc(N2CCN(C)CC2)cc1 (configuration not stated)
2	-2[16.7 µM]	3	10	1	-1	2.0	Cc1ccc(-c2cnc3c(c2)C(=O)N([C@H](C)CO)C[C@@H](C)[C@@H](CN(C)Cc2ccccc2C(=O)O)O3)cc1
5	5	4	-4	?	-5	-0.2	O=C1c2ccccc2NC(c2ccccc2O)N1O (configuration not stated)
2	17[16.7 µM]	-2	2	36*	-1	2.0	C[C@@H]1CN([C@@H](C)CO)C(=O)Cc2cc(NS(=O)(=O)c3ccccc3)ccc2O[C@H]1CN(C)C(=O)Nc1ccc(F)cc1
2	0	5	-4	3	-4	1.0	CC(NCCC(Cc1ccccc1)c1ccco1)c1ccccc1 (configuration not stated)
-77	-5	4	3	-8	3	3.2	Cc1nn(C(C)C(=O)NCCCN2CCCCCC2)c(=O)c2cc3sccc3n12 (configuration not stated)

Carrying on:
Casp6 inh	miR-122 sensor	ERp5 block	SIRT5 block	DENV2 CPE	ERAP1 inh	F508del corr	SMILES
-1	nt	-1	1	-1	-3	1.1	N#C[C@@H]1[C@@H](c2ccccc2)[C@@H](CO)N1C(=O)C1CCCC1
-81	-2	2	-4	21*	-2	-3.8	COc1ccc(CCN(C)C(=O)CSc2nc3ccccc3c(=O)n2CC2CCCO2)cc1OC (configuration not stated)
2	nt	12	2	-2	2	-0.1	N#C[C@H]1[C@@H](c2ccc(C#Cc3cccc(F)c3)cc2)[C@@H](CO)N1C(=O)C1CCCC1
2	nt	-2	nt	-4	2	-2.0	Cc1[nH]c(=O)[nH]c(=O)c1S(=O)(=O)N1CCCC(C(=O)NCCC2=CCCCC2)C1 (configuration not stated)
-1	nt	4	-3	-4	-5	-0.7	Cc1ccccc1NC(=O)COC(=O)c1ccc2nc(C)c(C)nc2c1
-2	nt	-4	-3	6	-4	0.9	COc1cc(OC)cc(C(=O)NCc2cc(C)nc3ccccc23)c1
0	nt	5	0	-4	-2	2.9	COC(=O)[C@@]12C[C@@H](CC(=O)NCCCCc3ccccc3)C(=O)N(Cc3ccccc3)C1=CCC(C)(C)C2
-2	11[16.7 µM]	2	-1	-4	-1	0.1	CO[C@H]1CN(C)C(=O)c2ccc(NC(=O)Cc3ccccc3)cc2OC[C@@H](C)N(CC2CC2)C[C@H]1C

Record cards (already shown):
COc1ccc(CCN(C)C(=O)CSc2nc3ccccc3c(=O)n2CC2CCCO2)cc1OC (configuration not stated) reads Casp6 inh: -81; miR-122 sensor: -2; ERp5 block: 2; SIRT5 block: -4; DENV2 CPE: 21*; ERAP1 inh: -2; F508del corr: -3.8
CO[C@H]1CN(C)C(=O)c2ccc(NC(=O)Cc3ccccc3)cc2OC[C@@H](C)N(CC2CC2)C[C@H]1C reads Casp6 inh: -2; miR-122 sensor: 11[16.7 µM]; ERp5 block: 2; SIRT5 block: -1; DENV2 CPE: -4; ERAP1 inh: -1; F508del corr: 0.1

This is a random part of the collection; 4% or so of the library scored in one or more.
